M1 PAM – positive allosteric modulators of human M1 muscarinic receptor | activation, % at 3 µM | 0.088% of 360,000 active | P11229 | CHO-K1 hM1, Fluo-8 calcium fluorescence, ACh EC20; 0% = ACh EC20, 100% = maximal ACh; in the data active means activation above about 19%, passing the limit was not always enough
Target sequence (P11229 whole entry, looked up): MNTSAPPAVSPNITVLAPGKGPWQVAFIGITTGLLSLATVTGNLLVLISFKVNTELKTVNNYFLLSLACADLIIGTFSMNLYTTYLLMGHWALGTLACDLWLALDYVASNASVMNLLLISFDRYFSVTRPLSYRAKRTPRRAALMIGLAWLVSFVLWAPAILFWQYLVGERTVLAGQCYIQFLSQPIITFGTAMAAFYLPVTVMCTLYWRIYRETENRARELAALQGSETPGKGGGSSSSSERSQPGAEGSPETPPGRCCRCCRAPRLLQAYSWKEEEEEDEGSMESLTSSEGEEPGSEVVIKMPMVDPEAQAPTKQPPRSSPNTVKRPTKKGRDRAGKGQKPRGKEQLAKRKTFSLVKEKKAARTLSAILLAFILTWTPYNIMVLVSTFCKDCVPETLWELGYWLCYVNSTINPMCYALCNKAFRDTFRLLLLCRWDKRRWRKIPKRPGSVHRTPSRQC
M5 ag – agonists of human muscarinic M5 receptor (CHRM5); AID 624037; activation, % at 3 µM; 0.19% of 360,000 active; P08912; CHO-K1 hM5 cells, Fluo-8 calcium fluorescence; 0% DMSO wells, 100% maximal acetylcholine response;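 active means activation above the run's mean over test compounds plus 3 SD, cut at about 23% in these data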;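 further: signal is peak over basal fluorescence ratio across the kinetic read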
Target sequence (P08912 whole entry, looked up): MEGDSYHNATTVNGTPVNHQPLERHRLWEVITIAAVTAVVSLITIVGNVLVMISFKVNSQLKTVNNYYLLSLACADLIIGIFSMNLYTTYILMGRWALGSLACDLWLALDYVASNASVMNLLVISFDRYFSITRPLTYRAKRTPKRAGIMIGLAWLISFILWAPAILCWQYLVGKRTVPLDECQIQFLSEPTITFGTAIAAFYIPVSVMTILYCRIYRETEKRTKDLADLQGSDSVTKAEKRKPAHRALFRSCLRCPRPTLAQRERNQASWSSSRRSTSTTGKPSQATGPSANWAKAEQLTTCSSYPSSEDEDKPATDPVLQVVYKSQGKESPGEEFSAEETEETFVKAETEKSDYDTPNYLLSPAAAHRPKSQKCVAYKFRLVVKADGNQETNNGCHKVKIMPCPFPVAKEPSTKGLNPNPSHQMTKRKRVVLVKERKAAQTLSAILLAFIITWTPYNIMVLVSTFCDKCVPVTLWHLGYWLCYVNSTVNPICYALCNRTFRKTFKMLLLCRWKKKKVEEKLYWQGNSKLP
M4 antag – antagonists of human muscarinic M4 receptor (CHRM4); 0.73% of 360,000 active; inhibition, % at 3 µM; P08173; CHO-hM4 cells, ACh EC80, Fluo-8 calcium fluorescence;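 active means inhibition above its plate's cutoff, the mean inhibition of sample wells plus 3 SD, cut at about 27% in these data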;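 further: 0% = acetylcholine EC80 with DMSO and 100% = DMSO without agonist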
M4 ag – agonists of human muscarinic M4 receptor (CHRM4); CHO-K1 hM4/Gqi5, Fluo-8 calcium fluorescence; vehicle 0%, full acetylcholine response 100%; AID 624127; P08173; 0.14% of 360,000 active; activation, % at 3 µM;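 active means activation above the run mean over all test wells plus 3 SD, cut at about 32% in these data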;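 further: peak over basal fluorescence ratio per well then scaled between controls; 0% = DMSO wells and 100% = acetylcholine at EC100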
M5 antag – antagonists of human muscarinic M5 receptor (CHRM5) | P08912 | CHO-hM5 cells, Fluo-8 calcium fluorescence, ACh EC80 | inhibition, % at 3 µM | 0.59% of 360,000 active;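 active means inhibition above a per-plate cutoff, the mean of that plate's test compounds plus 3 SD, cut at about 27% in these data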;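 further: 0% = acetylcholine EC80 with DMSO and 100% = DMSO without agonist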
M4 PAM – positive allosteric modulators of human muscarinic M4 receptor. P08173. CHO-K1 hM4/Gqi5, Fluo-8 calcium fluorescence, ACh EC20; 0% = ACh EC20, 100% = maximal ACh. activation, % at 3 µM. 0.4% of 360,000 active. AID 624126;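 active means activation above its plate's cutoff, the mean activation of sample wells plus 3 SD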; further: some results filed as inactive read as strong as hits
CHRM5 PAM – potentiates acetylcholine response at human M5 receptor | AID 624038 | CHO-K1 hM5, Fluo-8 calcium, ACh EC20 PAM; 0% = ACh EC20, 100% = ACh EC100 | P08912 | 0.3% of 360,000 active | activation, % at 3 µM;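 active means activation above the run cutoff, the mean activation of all test compounds plus 3 SD, cut at about 18% in these data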
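Assay system: CHO-K1 hM5 cells. Also added: acetylcholine at EC20 concentration, added after compound. Dosing: 3 µM, single dose. Times: compound preincubation 140 s before EC20 acetylcholine addition. Signal: Fluo-8 calcium fluorescence. Measure: % activation relative to EC20 and EC100 ACh responses. Repeats: singlicate, one well per test compound.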
CRFBP-R2 block – blocks CRF-induced signaling of the CRF-BP/CRF-R2 complex | HEK293 CRF-R2/CRF-BP, CRF-induced calcium fluorescence | inhibition, % at 11.8 µM | 0.59% of 350,000 active | AID 588475;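 active means inhibition of the ligand-induced calcium signal above about 50% at the single tested concentration, limit read from the data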
CRFR2-BP ag – agonists of human CRF-binding protein/CRF-R2 receptor complex. HEK293 CRF-R2/CRF-BP, calcium dye fluorescence (FLIPR); percent of saturating CRF peptide response. activation, % at 13.2 µM. 0.46% of 350,000 active. AID 588473;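 active means activation of at least 50%, plus an integration ratio under a set limit after plate pattern correction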;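 further: plate controls were neutral control wells without compound for no effect and CRF at EC100 for full effect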
* = called active by the depositor; nt = no result given. An unsorted share of the library, and some 2.6% of all compounds hit somewhere here.

CHRM5 PAM,CRFR2-BP ag,M5 ag,M4 ag,M1 PAM,M4 PAM,M4 antag,CRFBP-R2 block,M5 antag,canonical_smiles
15.6,-0.5,-0.5,0.9,-4.4,4.7,-5.5,-11.7,-11.9,Cc1ccc(NC(=O)C2C3C=CC4(O3)C2C(=O)N(CCCN2CCCCC2)C4C(=O)NC2CCCCC2)cc1C (stereo unspecified)
5.4,-1.4,-1.2,1.5,-1.4,4.1,-10.1,-0.2,-8.5,CC(C)c1nnc(NC(=O)C2CCCN2C(=O)Nc2ccccc2)s1 (stereo unspecified)
11.8,-1.0,0.4,0.3,2.7,6.0,0.0,3.0,-1.6,O=C(O)/C=C\C(=O)Nc1ccc(OCc2ccccc2)cc1
1.4,13.7,-2.4,1.1,11.8,-1.3,-4.5,6.6,-0.9,CCCc1cc2c(cc1NC(=O)c1ccccc1C)OCO2
8.2,1.9,-3.3,0.3,-10.3,6.0,13.0,18.7,2.6,O=c1cc(CSc2nnnn2-c2ccccc2)[nH]c2[nH]n(-c3ccccc3)c(=O)c12
-5.6,3.7,-0.1,-0.5,-2.3,7.7,-12.6,-40.5,-3.5,CCOc1ccc(C(=O)NCC(=O)OCc2c(F)cccc2Cl)cc1OCC
0.8,8.1,-1.1,-0.1,5.4,-0.9,-1.5,-32.5,8.3,Cc1ccc(/C=C/C2=NN(Cc3ccc(Cl)c(Cl)c3)C(=O)CC2)cc1
-0.5,-3.7,-5.2,0.3,-3.9,7.5,-5.4,2.8,0.5,C#CCSC1=C(C#N)C(c2cccs2)C(C(=O)OCC)=C(C)N1 (stereo unspecified)

Next part; it opens with the 5 that closed the last part.
CHRM5 PAM,CRFR2-BP ag,M5 ag,M4 ag,M1 PAM,M4 PAM,M4 antag,CRFBP-R2 block,M5 antag,canonical_smiles
1.4,13.7,-2.4,1.1,11.8,-1.3,-4.5,6.6,-0.9,CCCc1cc2c(cc1NC(=O)c1ccccc1C)OCO2
8.2,1.9,-3.3,0.3,-10.3,6.0,13.0,18.7,2.6,O=c1cc(CSc2nnnn2-c2ccccc2)[nH]c2[nH]n(-c3ccccc3)c(=O)c12
-5.6,3.7,-0.1,-0.5,-2.3,7.7,-12.6,-40.5,-3.5,CCOc1ccc(C(=O)NCC(=O)OCc2c(F)cccc2Cl)cc1OCC
0.8,8.1,-1.1,-0.1,5.4,-0.9,-1.5,-32.5,8.3,Cc1ccc(/C=C/C2=NN(Cc3ccc(Cl)c(Cl)c3)C(=O)CC2)cc1
-0.5,-3.7,-5.2,0.3,-3.9,7.5,-5.4,2.8,0.5,C#CCSC1=C(C#N)C(c2cccs2)C(C(=O)OCC)=C(C)N1 (stereo unspecified)
6.8,2.6,-0.4,1.6,8.4,5.8,-8.2,-6.6,9.4,CCOP(=O)(C1=C(O)C(=O)C(C(C)(C)C)=CC1=O)c1ccccc1 (stereo unspecified)
-5.0,0.8,0.6,-0.2,3.4,1.4,-0.3,12.2,-0.1,O=C(c1ccco1)N1CCN=C1SCc1cccc(F)c1
4.4,-0.4,-3.8,-0.2,5.9,2.8,-8.6,-9.2,-2.2,Cc1ccc2oc(C(=O)Nc3nonc3C)c(C)c2c1
-3.7,-1.1,-3.7,0.8,-0.6,1.2,-3.0,1.5,4.4,O=C(NCCN1CCN(c2ccccc2)CC1)C1CCCN(S(=O)(=O)c2cnc[nH]2)C1 (stereo unspecified)
-0.9,1.0,-3.0,0.4,7.7,-3.9,2.1,-2.5,-2.0,CN(C)/C=C(\C=O)c1ccc(Cl)cc1Cl
-2.0,8.8,2.6,1.2,-7.2,-8.1,-2.6,11.9,-4.2,COc1ccc(OC)c(/C=C/C(=O)OCC(=O)Nc2cccc(Oc3ccccc3)c2)c1
0.2,4.5,-0.8,-0.8,8.0,-1.2,7.9,-30.1,-2.0,CC1CCN(c2nc(-c3ccccc3O)nc3ccccc23)CC1
-3.5,nt,0.6,4.5,5.3,-0.5,-8.9,nt,8.0,CC(=O)c1cccc(-c2ccnc3c2CC(C(=O)NCc2ccccc2)O3)c1 (stereo unspecified)

Continued.
CHRM5 PAM,CRFR2-BP ag,M5 ag,M4 ag,M1 PAM,M4 PAM,M4 antag,CRFBP-R2 block,M5 antag,canonical_smiles
2.5,nt,-1.9,-1.2,nt,3.4,3.6,nt,-5.8,Cc1cccc(C)c1NC(=O)C(c1ccc(C(F)(F)F)cc1)n1c(=O)c(-c2ccco2)nc2ccccc21 (stereo unspecified)
-16.8,2.7,9.7,12.3,-8.1,-8.1,7.9,-1.8,9.7,FC(F)(F)c1nnc(Nc2ccc(Cl)cc2)s1
9.4,0.7,-3.6,-1.2,7.8,3.5,-15.8,-1.6,-11.4,CCOc1ccc(NC(=O)c2sccc2-n2cccc2)cc1
-7.2,0.7,-4.0,4.2,2.0,5.2,2.8,20.0,2.5,Cn1c(C(=O)Nc2ccc3c(c2)OCCO3)cc2sccc21
-1.9,1.1,-3.2,-0.3,4.6,5.3,-7.0,-23.6,-2.9,CCCCC1NC(=S)N(C2CCCCC2)C1=O (stereo unspecified)
-7.0,-0.1,-0.9,2.8,4.2,6.6,-6.0,-10.4,7.2,COC(=O)[C@@H](NCc1cccc(CN([C@H](C(=O)OC)C(C)C)S(C)(=O)=O)c1)C(C)C
1.6,1.2,-0.5,0.5,-2.7,2.5,5.1,1.4,2.0,CCOC(=O)Cc1c[nH]c2ccccc12
-7.9,-2.7,4.6,11.3,-8.7,-8.8,20.2,-140.3,11.2,Cc1cc(Nc2cccc(F)c2)nc(NCc2ccccc2)n1

Next part:
CHRM5 PAM,CRFR2-BP ag,M5 ag,M4 ag,M1 PAM,M4 PAM,M4 antag,CRFBP-R2 block,M5 antag,canonical_smiles
2.6,0.4,0.7,0.4,2.0,-7.8,7.3,-1.5,1.6,C=CCOc1ccc(/C=C2\N=C(C)OC2=O)cc1OC
3.4,0.0,2.5,-0.2,1.3,-4.5,-7.2,18.9,-1.0,Cc1nnc(N2C(=O)c3ccc(Br)cc3C2=O)s1
7.3,-1.2,-1.9,1.5,3.2,7.2,-8.9,-5.8,-0.4,CN(C)c1ncnc2[nH]ncc12
3.1,-0.8,1.7,1.2,12.9,15.5,5.8,0.0,-4.3,CC(=O)N1CCN(c2ccc(NC(=O)c3cccc(F)c3)cc2)CC1
10.1,1.3,-3.5,1.4,-2.2,0.7,8.8,-7.6,2.5,CCCCCCOC(=O)C1=C(C)NC(=O)NC1c1ccc(O)cc1 (stereo unspecified)
1.6,0.8,-7.0,0.7,5.5,0.2,-6.0,-2.5,-6.4,c1ccc(CNC2=NCCC2)nc1
4.3,-10.0,-3.8,0.1,0.5,-2.9,-0.4,11.2,6.7,C=C(C)C1Cc2c(C)nn(-c3cccc4cccnc34)c2C1 (stereo unspecified)
4.0,0.5,1.4,1.5,-2.9,5.9,-1.8,4.6,-9.9,COc1ccc(C(=O)/C=C/Nc2ccc(NC(C)=O)cc2)cc1OC

The list goes on.
CHRM5 PAM,CRFR2-BP ag,M5 ag,M4 ag,M1 PAM,M4 PAM,M4 antag,CRFBP-R2 block,M5 antag,canonical_smiles
-10.6,-1.6,-1.6,1.1,9.4,0.7,-8.6,15.7,10.7,COc1ccccc1C1/C(=C(/O)c2ccccc2)C(=O)C(=O)N1CCO (stereo unspecified)
-2.2,-0.5,0.8,0.8,15.2,4.7,-13.9,11.1,6.6,NC(=O)C1CCN(C(=O)c2ccc(NS(=O)(=O)/C=C/c3ccccc3)cc2)CC1
0.0,0.8,2.5,3.8,-2.0,1.8,4.3,45.2,7.5,CC(=O)c1ccc(NC(=O)CN2C(=O)NC(C)(C3CCCCC3)C2=O)cc1 (stereo unspecified)
0.6,1.5,3.0,4.3,3.8,1.1,-8.6,-20.4,7.2,S=C(Nc1ccc(Br)cc1)N1CCn2cccc2C1c1cccnc1 (stereo unspecified)
-3.3,0.6,3.3,3.9,4.4,-15.6,11.2,4.8,11.7,COc1ccc(C(=O)NCCn2cc(SCC(N)=O)c3ccccc32)cc1
-0.8,-5.4,4.5,9.0,4.7,2.1,-4.2,-31.3,0.1,CCC(=O)Nc1cccc(NC(=S)NC(=O)c2cccc(C)c2)c1
-4.3,2.6,-4.4,1.2,0.3,-0.3,-7.0,-12.0,2.2,Cn1c(=O)cc(SCC(=O)NCCCN2CCN(c3ccccc3F)CC2)c2ccccc21
-15.0,-0.2,3.5,14.3,-5.9,-23.3,9.5,-8.0,9.1,CCN(CC)S(=O)(=O)c1ccc(N2CCOCC2)c(NC(=O)c2c3c(nc4ccccc24)CCC3)c1

Other compounds follow:
CHRM5 PAM,CRFR2-BP ag,M5 ag,M4 ag,M1 PAM,M4 PAM,M4 antag,CRFBP-R2 block,M5 antag,canonical_smiles
5.9,-0.1,0.7,-1.6,19.0,1.3,0.9,-10.7,-1.8,O=C(O)CN1C(=O)/C(=C\c2ccccc2OCc2ccccc2)SC1=S
11.9,0.5,3.0,1.0,2.2,-2.1,-3.8,-8.7,-6.6,COc1ccc(N2CCN(S(=O)(=O)c3c(C)n(C)c(=O)n(C)c3=O)CC2)cc1
7.9,19.6,-0.2,1.6,8.3,1.2,0.0,-48.0,-17.6,O=C(CSc1nnc(-c2ccncc2)o1)c1ccc2c(c1)OCCO2
-1.9,5.1,-3.5,-0.4,0.1,-5.4,13.7,-22.8,1.2,O=C(CN1C(=O)COc2ccccc21)N(CCCN1CCOCC1)CC1CC=CCC1 (stereo unspecified)
0.0,0.8,4.8,0.2,6.3,10.1,1.3,2.7,0.5,O=C(CCS(=O)(=O)c1ccc(F)cc1)Nc1nnc(-c2cccs2)o1
-0.8,-1.1,-1.9,-0.5,1.3,-0.5,0.8,3.6,5.5,CC1CCC(NS(=O)(=O)c2ccc3c(c2)n(C)c(=O)c(=O)n3C)CC1 (stereo unspecified)
1.9,nt,2.8,0.8,20.7,8.7,-13.3,nt,-4.2,COc1ccc(CN2C[C@@H](CO)O[C@@H](n3cnc4c(NCCN(C)C)ncnc43)C2)cc1
-3.3,-1.3,-2.2,0.1,0.7,3.4,-2.9,4.9,8.3,NCCc1nnc(SCc2c(F)cccc2Cl)o1
1.6,0.6,-1.1,4.7,2.9,7.9,-15.2,-19.3,0.7,Cc1cc2cc(CCNC(=O)c3ccc(Br)o3)c(=O)[nH]c2cc1C
5.7,-1.3,-8.7,1.2,12.1,-3.5,-12.7,17.2,-7.1,Cn1cc(CN2CCCC(CNC(=O)c3ccc4c(c3)OCO4)C2)c2ccccc21 (stereo unspecified)

Screening data: PubChem BioAssay, several laboratories
